From PubChem
AT treatment: candidate therapy for ataxia-telangiectasia. Potency, µM (series often up to 57.5 µM), for the others: at the highest dose activation, most hits filed as activators. […] A-T fibroblasts, KAP-1 phosphorylation AlphaLISA; neocarzinostatin DNA damage 30 min before lysis. 0.19% of 320,000 active; note: potency is the fitted concentration of half-maximal effect; % of control where 0% means no effect; nearly all actives have a fitted effect of over 45% in size
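hTERT-immortalized A-T patient fibroblasts ([…]), 500 cells/well in OPTI-MEM, 1% FBS, got compounds for 60 min, then NCS for 30 min at 37C. Lysates were then assayed for phospho-KAP-1 by AlphaLISA (anti-pKAP1 donor, anti-KAP1 acceptor beads), 6 hr at 25C.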
Tb PFK inh: inhibitors of T. brucei phosphofructokinase; AID 485367; Potency, µM (top dose mostly 57.5 µM), for inactives: at the top dose activity, negative = inhibition, most hits filed as inhibitors; T. brucei PFK, ADP-Glo luminescence; O15648; 0.17% of 330,000 active;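 note: potency is the fitted concentration of half-maximal effect; 0% = uninhibited 1x PFK enzyme wells and -100% = no-enzyme wells; nearly all actives have a fitted effect of over 60% in size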
Target sequence (O15648 whole entry, looked up): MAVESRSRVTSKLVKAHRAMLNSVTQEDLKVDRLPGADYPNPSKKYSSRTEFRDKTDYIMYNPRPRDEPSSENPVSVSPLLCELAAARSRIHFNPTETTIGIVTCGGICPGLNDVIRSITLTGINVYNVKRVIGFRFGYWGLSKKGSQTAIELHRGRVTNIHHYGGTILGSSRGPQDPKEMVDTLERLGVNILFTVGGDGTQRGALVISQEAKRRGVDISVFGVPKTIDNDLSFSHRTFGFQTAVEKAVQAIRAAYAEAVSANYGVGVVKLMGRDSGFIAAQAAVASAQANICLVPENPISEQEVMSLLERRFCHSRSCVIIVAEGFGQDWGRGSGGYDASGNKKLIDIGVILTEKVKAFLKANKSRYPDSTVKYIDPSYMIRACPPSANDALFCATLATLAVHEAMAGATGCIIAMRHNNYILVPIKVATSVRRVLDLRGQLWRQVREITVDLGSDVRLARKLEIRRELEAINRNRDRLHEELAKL
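1.25 nM PFK with 0.5 mM F6P and 0.1 mM ATP in 0.1 M TEA pH 8.0, 5 mM MgCl2, incubated 45 min at room temperature; ADP measured by ADP-Glo luminescence; compounds titrated up to 57 uM.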
ELG1 repair inh: blocks ELG1-dependent DNA repair in HEK293T cells; HEK293T ELG1-luciferase reporter, luminescence, 16 h; DNA damage induced by 5-fluorouridine; Potency, µM (titrated, usually from 46.1 µM), inactives show top-dose activity change, negative = inhibition, hits mostly inhibitors; 2.3% of 330,000 active; note: potency is the fitted concentration of half-maximal effect; % is set by controls: 0 for no effect and ±100 for the full control effect; nearly all actives have a fitted effect of over 55% in size
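In this reporter screen, reduction of luminescence relative to DMSO vehicle indicated activity. Compounds and 5-fluorouridine were added together to 2,000 cells per well, incubated for 16 hr at 37 °C, then developed with ONE-Glo.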
S-ASM inh: inhibitors of human secretory acid sphingomyelinase; placental ASM, HMU-PC fluorogenic substrate, 60 min; P17405; 0.006% of 340,000 active; Potency, µM (doses to about 57.5 µM), for inactives: top-dose activity change, negative = inhibition, actives largely listed as inhibitors; AID 504937; note: potency is the fitted concentration of half-maximal effect
Target sequence (P17405 47-631 limits assumed): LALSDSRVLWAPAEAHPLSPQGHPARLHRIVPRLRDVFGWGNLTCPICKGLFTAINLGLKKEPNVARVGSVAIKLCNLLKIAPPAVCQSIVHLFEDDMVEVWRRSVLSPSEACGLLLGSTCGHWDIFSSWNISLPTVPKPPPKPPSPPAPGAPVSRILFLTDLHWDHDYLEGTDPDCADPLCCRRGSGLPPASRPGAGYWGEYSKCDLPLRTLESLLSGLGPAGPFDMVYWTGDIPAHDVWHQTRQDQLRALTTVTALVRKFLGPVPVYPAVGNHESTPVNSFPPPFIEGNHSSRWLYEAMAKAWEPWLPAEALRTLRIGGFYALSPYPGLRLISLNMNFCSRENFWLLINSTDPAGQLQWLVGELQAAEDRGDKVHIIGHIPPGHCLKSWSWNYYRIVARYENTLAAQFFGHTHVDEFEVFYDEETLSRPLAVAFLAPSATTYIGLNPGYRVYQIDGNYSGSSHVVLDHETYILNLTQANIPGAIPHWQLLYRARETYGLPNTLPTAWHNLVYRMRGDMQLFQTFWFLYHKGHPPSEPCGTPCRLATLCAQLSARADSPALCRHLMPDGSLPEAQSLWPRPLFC
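HMU-PC0 cleavage (9 uM final) by human placental ASM, 60 min at 37 °C following 10 min compound exposure at RT; stopped at pH 10, fluorescence Ex 386/Em 447 nm.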
TSG101-PTAP inh: blocks PTAP/TSG101 interaction to inhibit HIV-1 budding | Fluorescence polarization, FITC-PTAP peptide / Tsg101 binding | Potency, µM (highest dose often 115 µM), without a hit: at the highest dose activity change, negative = inhibition, most hits filed as inhibitors | 340,000 tested, under 10 active | AID 493005; active = well fitted inhibition curve with a large enough effect in the main read-out, with a control signal flat, not every such curve was filed as active; inconclusive = small, poorly fitted or top-dose-only effect, or effect the other way, or a change in a side signal; inactive = no such curve, though single readings can be large or run the other way; note: potency is the fitted concentration of half-maximal effect; % of control where 0% means no effect
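FP read-out: FITC-PTAP peptide, 50 nM final, binding Tsg101 binding domain, 10 uM final; 20 min, r.t.; 10 mM HEPES pH 7.5, 0.15 M NaCl, 0.01% Tween 20, 3 mM EDTA, 0.1 mM TCEP.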
TSHR antag: blocks TSH signaling through the human TSH receptor | TSHR-expressing cells, TSH-stimulated cAMP HTRF, 2 h; active compounds read low | activity change, negative = inhibition, % at 11.5 µM | 0.2% of 330,000 active;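 active = activity change below a set negative limit, meaning inhibition stronger than a set level, cut at about -70% in these data; inconclusive = activity change between two set negative limits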; note: % is set by controls: 0 for no effect and ±100 for the full control effect
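Freshly harvested TSHR cells receive pin-tooled compound, then EC80 TSH at 4nM final. After 2 hours at 37 deg C, antibody in lysis buffer and cAMP-d2 are added; 30 minutes at ambient temperature precede the HTRF read.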
Eya2 inh: inhibitors of human Eya2 phosphatase activity | recombinant Eya2, OMFP fluorescence dephosphorylation (OMFP is methylfluorescein phosphate) | Potency, µM (doses to about 76.9 µM), without a hit: at the highest dose activity, negative = inhibition, actives largely listed as inhibitors | 0.006% of 330,000 active | AID 488837; note: potency is the fitted concentration of half-maximal effect; % is set by controls: 0 for no effect and ±100 for the full control effect
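Eya2 protein (added as 0.2 uM solution) was preincubated with compound for 10 min at ambient temperature in 50 mM HEPES pH 7.5, 50 mM NaCl, 5 uM MgCl2, 0.05% BSA, 1 mM DTT. OMFP (added at 50 uM) then reacted 10 min; fluorescence read at 485/525 nm.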
BCR signal inh: chronic active BCR signaling inhibition; ABC-DLBCL IkBa-CBG/CBR reporter, luminescence ratio, 4 h; Potency, µM (series often up to 46.1 µM), inactives show at the highest dose ratio change, negative = lower green/red ratio, usual class: inhibitors; 0.05% of 340,000 active; AID 493014; active = well fitted inhibition curve with a large enough effect in the signal ratio, with a control signal flat, not every such curve was filed as active; inconclusive = small, poorly fitted or top-dose-only effect, or effect the other way, or a change in a side signal; the % refers to the signal ratio;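 note: potency is the fitted concentration of half-maximal effect; plate controls were basal doxycycline-induced cells for no effect and cells given 10 µM MG132 for full effect; MG132 reads +100%, hits lower the ratio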
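Concentration-response series (up to 46 uM) were applied to TMD8 dual-reporter cells for 4 h at 37C with doxycycline. Green/red ratio, after filter-overlap correction, defined %Activity; red signal alone was normalised to basal cells and zero luminescence.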
TCR act: activators of T cell receptors. AID 504894. Potency, µM (titrated, usually from 9.22 µM), for the others: at the highest dose activation of IL-2 secretion, usual class: activators. primary human leukocytes, anti-CD3, IL-2 HTRF, 48 h. 330,000 tested, under 10 active; note: % of control where 0% means no effect
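TCR engagement came from a-CD3 beads alone, with compounds added to primary human leukocytes for 48 hr. Secreted IL-2 bridged europium cryptate- and d2-labelled anti-IL-2 antibodies, giving FRET emission at 665nm after 320nm excitation.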
Mito fusion act: blocks mitochondrial division or promotes mitochondrial fusion; Potency, µM (doses to about 46.1 µM), without a hit: top-dose growth rescue (activation), actives largely listed as activators; S. cerevisiae fusion-defective mutant growth rescue, CellTiterGlo 48 h; AID 485298; 0.23% of 320,000 active;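 note: potency is the fitted concentration of half-maximal effect; % of control where 0% means no effect; nearly all actives have a fitted effect of over 45% in size; temperature-sensitive fusion mutants such as fzo1-1 at 37 °C on non-fermentable ethanol glycerol medium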
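Read-out: ATP-based luminescence (CellTiterGlo, 10 min ambient) reporting growth of fusion-defective ts yeast after 48 hours at 37C on glycerol/ethanol YPEG medium in the presence of compound.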
Integrin act MD: activators of alpha7 integrin expression for muscular dystrophy; 0.064% of 350,000 active; alpha7betagal myoblasts, beta-gal FDG fluorescence, 48 h; Potency, µM (series often up to 38.3 µM), without a hit: top-dose activation, usual class: activators; AID 624291;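 note: potency is the fitted concentration of half-maximal effect; 100% = response of the positive control SU9516; nearly all actives have a fitted effect of over 60% in size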
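Alpha7betagal+/- myoblasts (passage 13) were plated 16-24 hr, then exposed to compounds (1:260 dilution of DMSO stock) for 48 hours at 37C. After MPER lysis, β-galactosidase reporter activity was read as FDG fluorescence (ex 480/em 540) after 30 minutes.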
The depositor's hits bear a star; i = inactive; ? = inconclusive; . = no result given; & = joins results of further samples; [ ] = remark or other dose. Unless noted, calls come from the whole dose curve; as a rule, active = well fitted curve in the direction sought with a large enough effect; inconclusive = small, poorly fitted or top-dose-only effect, or another doubt; inactive = no such curve, though single readings can be large; an effect the other way counts as inactive or inconclusive. Random draw from the library. Share with any hit: about 3.2%.

structure	AT treatment	Tb PFK inh	ELG1 repair inh	S-ASM inh	TSG101-PTAP inh	TSHR antag	Eya2 inh	BCR signal inh	TCR act	Mito fusion act	Integrin act MD
O=S(=O)(c1ccc(Cl)c(F)c1)N1CCC(c2nc(-c3ccncc3)no2)CC1	.	0%	?	17%	-2%	4	7%	-1%	-1%	12%	-13%[7.66 µM]
CCCCn1c(N)c(N(CC(C)C)C(=O)C2CCN(C(=O)c3ccc(F)cc3)CC2)c(=O)[nH]c1=O	-8%	1%	13%	5%	1%	-4	-13%	?	-1%	1%	31%
O=C(NC1CC2CCCC(C1)N2Cc1cccs1)c1ccc([N+](=O)[O-])cc1 (stereo not drawn)	16%	-1%	0%	.	.	-2	-22%	-1%	.	-9%	.
COC(=O)Cc1ccc(O)c(N)c1	2%	-1%	2%	4%	1%	-6	4%	0%	-3%	2%	-10%
CCC(=O)NC(=S)NNC(=O)COc1ccc(Br)cc1	2%	-1%	-20%	4%	0%	-5	0%	8%	3%	-6%	0%
Cc1nn(C)c(C(=O)N/N=C/c2ccncc2)c1Cl	4%	1%	4%	2%	1%	-10	-11%	-6%	.	1%	4%
COc1cc(OC)cc(C(=O)NC(=S)NCCc2ccccc2)c1	8%	8%	6%	-8%	-5%	-10	-5%	?	-2%	-1%	-25%
COc1ccc2cc3cc(C(=O)NC(C)C)oc3nc2c1	0%	5%	?	330%[activator]	-11%	4	12%	?	2%	1%	20%
O=C(CN(c1ccccc1)S(=O)(=O)c1ccccc1)NCCSc1nc2ccccc2s1	1%	2%	?	-4%	-2%	-1	17%	-14%	7%	1%	-11%
COc1ccc(C(C)C)cc1S(=O)(=O)N1CCC(C(=O)NCC2CCCO2)CC1 (stereo not drawn)	1%	1%	-6%	0%	.	-5	1%	?	1%	1%	8%
CC1C/C(=N\NC(N)=S)c2cc(Cl)ccc2S1 (stereo not drawn)	-7%	1%	?	-2%	2%	-11	-6%	?	-7%	7%	-1%
O=c1[nH]c(=O)n(Cc2ccccc2)c2nc(-c3ccco3)cc(C(F)(F)F)c12	4%	1%	14%	466%[activator]	-3%	-5	13%	-1%	-1%	13%	13%
COC(=O)c1c(NC(=O)C(=O)N2CCOCC2)sc2c1CCC2	4%	4%	-3%	-7%	-5%	2	2%	-7%	-7%	3%	6%
O=C(Cc1cccs1)N/N=C/c1ccccn1	-7%	0%	?	5%	1%	7	8%	1%	0%	-2%	10%
COc1ccc(CCNC(=O)COC(=O)c2ccccc2NCCO)cc1OC	32%	0%	15%	i	-4%	-2	-18%	-18%	-1%	0%	0%
CCc1ccccc1NS(=O)(=O)c1ccc(OC)c2ncccc12	8%	0%	-13%	4%	0%	0	-20%	?	-1%	15%&-2%	2%
CCCn1c(=S)[nH]c2cc(C(=O)N3CCc4ccccc4C3)ccc2c1=O	1%	-3%	-6%	1%	6%	-22	4%	7%	3%	-4%	-12%
CC(C)NS(=O)(=O)c1ccc(NC(=O)C(C)OC(=O)CCC2CCCCC2)cc1 (stereo not drawn)	2%	0%	21%	.	-5%	-1	-27%	2%	0%	26%	12%
COC(=O)c1ccc(CN2C(=O)NC3(CCC(C)CC3)C2=O)o1 (stereo not drawn)	-3%	2%	1%	1%	-1%	-6	14%	-5%	-5%	-1%	8%
Cc1ccc(NC(=O)CCC(=O)NNC(=O)Cc2ccccc2)cc1C	-1%	-1%	5%	1%	4%	-4	1%	?	6%	-1%	15%
CCCC(=O)NC(=S)Nc1cccc(Cl)c1N1CCCC1	?	1%	-8%	-10%	0%	-18	-9%	-1%	-21%	-13%	-7%
Cc1ccc(OCCSc2nc3ncnc(N)c3[nH]2)cc1	0%	-3%	-3%	1%	-4%	2	-3%	-24%	7%	4%	3%
COc1ccc(OCc2cc(C(=O)NC(C)c3csc(C)n3)no2)c(Cl)c1 (stereo not drawn)	-2%	0%	?	1%	-2%	-8	11%	8%	5%	-2%	0%
Cc1nn(C)cc1/C=N/n1nnnc1N	4%	2%	?	0%	-5%	18	22%[15.4 µM]	-8%	2%	-2%	-15%
C[C@H](NC(=O)N1CCC(Cc2ccccc2)CC1)C(=O)O	-3%	5%	0%	-1%	-3%	1	2%	1%	4%	1%	10%
CCOc1ccccc1C(=O)N(CCC(=O)OC)c1ccccn1	-3%	1%	10%	5%	-7%	3	9%	3%	-4%	-5%	17%
C=CCN1N=C(/C=C/c2ccc(OC)cc2)CCC1=O	31%	2%	?	2%	5%	1	-17%	3%	1%	11%	5%
COc1cccc(CN(C)C(=O)CN2C(=O)NC(c3ccccc3)(c3ccccc3)C2=O)c1	0%	0%	11%	-3%	-3%	11	-3%	2%	3%	-6%	21%
COc1cc(CNCCSc2nnnn2C)cc(Br)c1OCc1ccc(F)cc1	-1%	0%	-21%	-1%	-4%	-8	-16%	1%	-6%	4%	-14%
CC(C(=O)NNS(=O)(=O)c1cccc(C(F)(F)F)c1)n1nnc(N2CCOCC2)n1 (stereo not drawn)	-7%	0%	-10%	1%	-5%	7	5%	-1%	6%	-1%	5%
O=C(Oc1ccc2ccccc2c1)c1cncc(Br)c1	-1%	-1%	9%	5%	0%	-3	14%	1%	3%	0%	19%
CS(=O)(=O)N(Cc1ccccc1)c1ccc(C(=O)N2CCOCC2)cc1	-2%	3%	15%	0%	-1%	7	8%	2%	4%	-1%	16%
N=c1c(C(=O)NC2CCCCC2)cc2c(=O)n3ccccc3nc2n1Cc1ccco1	3%	-1%	-4%	310%[activator]	-4%	-3	-11%	-2%	0%	0%	0%
Cc1cc(C)c(NC(=O)CSc2cccc[n+]2[O-])c(C)c1	4%	5%	9%	2%	-7%	-7	-24%	0%	3%	.	18%
O=C(Nc1ccc(S(=O)(=O)Nc2ncccn2)cc1)c1ccc(Br)o1	7%	-5%	-8%	2%	-1%	4	-2%	1%	2%	14%	-9%
COC(=O)CSc1nnc2c(C)cc3cc4c(cc3n12)OCCO4	2%	-2%	1%	.	.	0	23%	-1%	.	3%	.
C=CCn1c(O)c(N=NC(=O)CNC(=O)/C=C/c2ccc(OC)cc2)c2ccccc21	2%	0%	?	-13%	-1%	0	-2%	-18%	4%	4%	31%
CCOc1nc2c(c(-c3cccs3)c1C#N)Cc1ccccc1-2	1%	0%	-2%	304%[activator]	-3%	-2	21%	0%	1%	0%	16%
COc1ccc(C)cc1S(=O)(=O)N(C)CC(=O)NC1CCCCCC1	1%	-4%	-3%	0%	2%	1	-2%	0%	3%	9%	10%
O=C(NCCCN1CCOCC1)C(=O)NCC1OCCN1S(=O)(=O)c1ccc(F)cc1 (stereo not drawn)	19%	1%	2%	5%	-2%	-10	-10%	1%	-6%	-1%	-1%
Cc1ccc(NC(=O)CSc2nnc(-c3cc(C)on3)o2)cc1	-6%	1%	?	2%	0%	-2	-1%	?	-1%	-2%	?
CCCCn1c(SCC(=O)Nc2ccc3c(c2)OCCO3)nnc1C(CC)N(C)C (stereo not drawn)	-5%	-11%	4%	4%	1%	-1	-11%	0%	9%	-2%	?
O=C1Cc2c([nH]c3ccc(Br)cc23)-c2ccccc2N1	.	.	.	-1%	2%	-6	-23%	.	7%	7.3µM*	14%
